# Cardio protect: cardioprotection against H2O2-induced cell death, primary screen, uHTS, H9c2 cells, ATPLite luminescence; H9c2 cardiomyocytes, H2O2 injury protection, 2 h; protection from H2O2 cell death, % at 20 µM; actives 0.63% (n = 360,000);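 active = compounds giving at least 50% protection of heart cells from peroxide-induced death in the single-dose screen, raw or plate-pattern-corrected value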;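 also: 0% = DMSO wells with peroxide and 100% = DMSO wells without peroxide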
# CaV13 ICDI inh: Primary screen for inhibitors of IQ motif and Ca2+-dependent inactivation inhibitor domain binding in CACNA1D, Förster resonance energy transfer in living cells, …. inhibition, % at 12.3 µM. actives 0.098% (n = 340,000). AID 743397. HEK cells, CFP/YFP FRET ICDI-IQ, plate reader, 10 min; percent FRET-ratio fall versus neutral wells;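 active = mean replicate inhibition of at least 30% and at least 1% of replicates passing that level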;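 also: 0% = median of the neutral control wells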
# iPSC survival up: enhancers of single-cell hiPSC survival, primary screen, ATPlite luminescence. 100% = ROCK inhibitor wells, 0% = DMSO. survival enhancement, % at 20 µM. actives 0.044% (n = 360,000); in the data active = survival enhancement above about 18%;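 also: cells exposed to compounds for 16 hours before the ATP read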
# HTR2A ag: mouse Htr2a agonists via beta-arrestin recruitment, primary screen, cell-based, luminescence | 5-hydroxytryptamine receptor 2A (Mus musculus), P35363 | CHO-K1 mHTR2A beta-arrestin complementation; percent of 30 µM serotonin response | activation, % at 7.6 µM | actives 0.66% (n = 360,000) | AID 624169, 2012;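 active = activation above a run cutoff, the mean activation of all tested compounds plus 3 SD, cut at about 14% in these data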;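 also: 0% = plate median of compound wells and 100% = 30 µM serotonin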
# Vif inh: HIV Vif self-association inhibitors, primary screen, imaging, HEK293T, single point | HEK293T cells, Vif self-association by quenched fluorescence, 24 h | inhibition, % at 7.49 µM | actives 0.35% (n = 340,000); in the data active = inhibition above about 50%, passing the limit was not always enough; also: some results filed as inactive read as strong as hits
# Exocytosis inh: LAMP-1 surface exposure blockers, TALL-104 cells – cell-based, flow cytometry, MLPCN library, primary screen; TALL-104 LAMP-1 surface exposure; cells stimulated with thapsigargin and PMA; inhibition, % at 10 µM; actives 0.66% (n = 360,000); AID 651702, 2012;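 active = inhibition above about 55%, limit read from the data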
# N-glyco inh: increase of ERlucT glycosylation luciferase signal, primary screen, N-linked glycosylation inhibitor project, D54 ERlucT cells, luminescence, set 2; reporter increase, % at 12.5 µM; actives 0.23% (n = 360,000); D54 ERlucT glycosylation luciferase reporter, 24 h; percent of 100 nM tunicamycin response;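 active = mean luciferase reporter signal, scaled so untreated is 0 and the glycosylation-blocking control 100, at or above a set limit in every replicate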;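 also: luciferase carries N-glycosylation sites so blocking glycosylation raises the light; 0% = median of neutral control wells and 100% = median of 100 nM tunicamycin wells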
# aDG glyco up: activators of alpha-DG glycosylation, primary screen, uHTS, Pro5-aDG cells, AlphaScreen; alpha-DG glycosylation AlphaScreen (IIH6); 0% Pro5, 100% B10-LARGE cell signal; actives 0.22% (n = 360,000); activation, % at 10 µM;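 active = activation of at least 8% versus controls, or a plate z-score of at least 8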;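 also: Pro5 are CHO cells carrying HIG-tagged alpha-DG that lacks glycosylation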
# PDI inh: inhibitors of human PDI, primary screen, biochemical, turbidity, single point, plate reader | PDI insulin aggregation turbidity, A650, 90 min | Protein disulfide-isomerase (Homo sapiens), P07237 | actives 0.052% (n = 350,000) | inhibition, % at 10 µM | AID 588391, 2011;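 active = mean inhibition across replicates of 30% or more, whatever share of single replicates reach that level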;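 also: absorbance from insulin aggregation driven by PDI reduction with DTT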
# ABCB6 inh 2: ABCB6 transporter inhibitors, primary screen, K562-ABCB6 cells, flow cytometry, MLPCN library; K562-ABCB6 porphyrin accumulation, 1 h; hits give low values; fluorescence ratio to DMSO, % at 10 µM; actives 0.19% (n = 360,000); AID 602162, 2011;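 active = fluorescence ratio to DMSO below 75%, the collection mean minus 3 SD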;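 also: signal is porphyrin accumulated inside mitochondria; 100% equals median channel fluorescence of DMSO control wells; lower ratio means ABCB6 inhibition with less porphyrin fluorescence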
# Target sequence (Q9NP58 whole entry, looked up): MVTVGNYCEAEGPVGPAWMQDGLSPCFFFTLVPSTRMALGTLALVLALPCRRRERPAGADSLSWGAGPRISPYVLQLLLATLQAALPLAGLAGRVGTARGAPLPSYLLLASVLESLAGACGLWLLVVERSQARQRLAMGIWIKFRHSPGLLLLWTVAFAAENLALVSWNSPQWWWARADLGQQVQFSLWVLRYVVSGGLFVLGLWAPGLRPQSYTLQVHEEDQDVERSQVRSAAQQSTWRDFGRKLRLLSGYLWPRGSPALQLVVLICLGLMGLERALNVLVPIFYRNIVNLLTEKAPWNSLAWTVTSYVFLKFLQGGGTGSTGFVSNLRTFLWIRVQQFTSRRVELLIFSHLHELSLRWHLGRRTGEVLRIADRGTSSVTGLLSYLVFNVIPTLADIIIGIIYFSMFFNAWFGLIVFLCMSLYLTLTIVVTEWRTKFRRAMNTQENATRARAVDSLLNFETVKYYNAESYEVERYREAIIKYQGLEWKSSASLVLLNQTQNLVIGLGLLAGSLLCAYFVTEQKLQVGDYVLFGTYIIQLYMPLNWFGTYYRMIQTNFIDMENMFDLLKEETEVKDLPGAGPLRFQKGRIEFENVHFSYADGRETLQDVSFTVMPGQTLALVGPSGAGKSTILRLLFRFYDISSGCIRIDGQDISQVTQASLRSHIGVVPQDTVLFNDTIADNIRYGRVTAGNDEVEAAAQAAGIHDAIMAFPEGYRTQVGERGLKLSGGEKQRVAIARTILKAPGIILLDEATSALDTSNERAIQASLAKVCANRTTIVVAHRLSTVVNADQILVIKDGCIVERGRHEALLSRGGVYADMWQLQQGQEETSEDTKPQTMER
# An asterisk follows results filed as active; / = not tested or not shown; & = joins results of further samples. Not a hit list; about 3.1% have a hit in one of these screens.
SMILES,Cardio protect,CaV13 ICDI inh,iPSC survival up,HTR2A ag,Vif inh,Exocytosis inh,N-glyco inh,aDG glyco up,PDI inh,ABCB6 inh 2
CCOc1ccc(NC(=O)COC(=O)CCCc2c[nH]c3ccccc23)cc1,0,-6,5.5,0,-11,5,2,-0.2,-2,100
Cc1ccsc1C(=O)NNC(=O)C1CC=CCC1C(=O)O (centres undefined),16,-17,-0.3,5,10,-4,0,0.1,-2,102
Cc1ccccc1NC(=O)CSc1nnc(Cc2ccccc2)c(=O)n1N,-5,-7,-0.6,1,-3,3,2,-0.1,16,100
CC1=CC(=O)c2ccccc2C1=O,-38&-33,-5&0,-2.9&2.5,5&4,0&9,43&18,3&1,0.2&0.2,-3&1,103&105
CCOC(=O)C(=NC1CCCCC1)NNc1cccc(C(F)(F)F)c1,-11,-4,-1.9,2,-3,4,-4,-0.1,-1,88
O=C(NCc1cn(-c2ccccc2)nc1-c1ccccc1)c1ccc([N+](=O)[O-])cc1,-1,-5,-2.4,2,-6,-2,-8,0.8,-3,93
CCc1ccc(OCCOCC(O)CNC(C)CC)cc1 (centres undefined),-2,-20,-1.0,-5,-3,-6,-3,0.0,-4,106
Cc1ccc(C2(C)NC(=O)N(CC(=O)Nc3ccccc3C(=O)NC3CCCC3)C2=O)cc1 (centres undefined),-2,-5,-0.1,0,7,-2,0,0.4,-2,98
CC(C)c1c(C(=O)N/N=C2\CCc3ccccc32)nnn1-c1nonc1N,-4,-5,-0.3,-2,8,0,2,0.0,-6,104
Cc1cccc(NC(=O)C2CCCN(S(=O)(=O)c3cccc4nsnc34)C2)n1 (centres undefined),0,-1,-1.6,-1,-13,-4,0,-0.2,4,90
C[C@H](CO)N1C[C@H](C)[C@@H](CN(C)S(=O)(=O)c2cccs2)Oc2ccc(NC(=O)C3CC3)cc2C1=O,19,-4,0.6,-1,-4,-4,1,-0.2,9,98
CC(C)CN(C(=O)COC(=O)Cc1n[nH]c(=O)c2ccccc12)C1CCS(=O)(=O)C1 (centres undefined),3,-5,1.0,4,7,0,4,0.0,-7,95
O=C(Nc1cccc2c1CCCC2)c1ccncc1,-4,-10,-0.5,8,-6,-2,-2,0.2,3,102
CC1(C)O[C@@H]2[C@H](O1)[C@@H](CO)O[C@H]2n1c(N2CCCCC2)nc2c(N)ncnc21,-2,-10,6.9,0,-2,3,4,0.3,1,99
CCOC(=O)[C@]12CCCC=C1N(Cc1ccc3c(c1)OCO3)C(=O)[C@H](CC(=O)NCCCOC)C2,/,-4,-0.4,5,/,-1,/,0.2,/,97
O=C(CCN1C(=O)c2ccncc2C1=O)Nc1ccc2c(c1)OCCO2,2,/,3.8,-1,33,-1,0,-0.1,2,94
COc1ccc(C)cc1S(=O)(=O)n1c([N+](=O)[O-])cnc1C,3,0,0.5,15*,1,18,6,0.0,-1,101
CCOc1ccc(-n2cc(-c3ccc(OC)c(OC)c3)[nH]c2=S)cc1,-19,-2,-0.1,2,-7,5,0,0.1,-2,89
CC1CCCCC12NC(=O)N(CC(=O)NC(=O)NCc1ccco1)C2=O (centres undefined),3,-5,2.4,2,1,0,0,0.3,3,103
Cc1ccc(-c2n[nH]c(=S)c3ccccc23)cc1S(=O)(=O)NCC1CCCO1 (centres undefined),12,-3,-0.5,5,2,0,4,0.2,-2,104
CN(C)c1ccc(N=C/C=C2/N(C)c3ccccc3C2(C)C)cc1,-11,-18,0.8,2,2,6,-15,3.2,3,514
CCOC(=O)C1=C(C)NC(C)=C(C(=O)OCC)C1,4&-5,-3&-4,-0.7&-0.1,2&-2,0&-2,1&-1,-1&-1,0.1&0.0,3&-2,88&98
O=c1c2c3c(sc2nc2sc(C4CC4)nn12)CCCC3,-15,/,2.7,3,-8,4,1,0.1,4,79
O=C1COc2ccc(C(=O)COC(=O)Cn3cnc4ccccc43)cc2N1,-1,-3,-0.5,1,/,0,3,-0.2,-8,88

# A different layout for 5 compounds above.
Structure	Cardio protect	CaV13 ICDI inh	iPSC survival up	HTR2A ag	Vif inh	Exocytosis inh	N-glyco inh	aDG glyco up	PDI inh	ABCB6 inh 2
CCOc1ccc(-n2cc(-c3ccc(OC)c(OC)c3)[nH]c2=S)cc1	-19	-2	-0.1	2	-7	5	0	0.1	-2	89
O=C1COc2ccc(C(=O)COC(=O)Cn3cnc4ccccc43)cc2N1	-1	-3	-0.5	1	/	0	3	-0.2	-8	88
CCOC(=O)C1=C(C)NC(C)=C(C(=O)OCC)C1	4&-5	-3&-4	-0.7&-0.1	2&-2	0&-2	1&-1	-1&-1	0.1&0.0	3&-2	88&98
CC1CCCCC12NC(=O)N(CC(=O)NC(=O)NCc1ccco1)C2=O (centres undefined)	3	-5	2.4	2	1	0	0	0.3	3	103
COc1ccc(C)cc1S(=O)(=O)n1c([N+](=O)[O-])cnc1C	3	0	0.5	15*	1	18	6	0.0	-1	101

# Structures shown so far containing an NH in an aromatic ring:
SMILES,Cardio protect,CaV13 ICDI inh,iPSC survival up,HTR2A ag,Vif inh,Exocytosis inh,N-glyco inh,aDG glyco up,PDI inh,ABCB6 inh 2
CCOc1ccc(NC(=O)COC(=O)CCCc2c[nH]c3ccccc23)cc1,0,-6,5.5,0,-11,5,2,-0.2,-2,100
CC(C)CN(C(=O)COC(=O)Cc1n[nH]c(=O)c2ccccc12)C1CCS(=O)(=O)C1 (centres undefined),3,-5,1.0,4,7,0,4,0.0,-7,95
CCOc1ccc(-n2cc(-c3ccc(OC)c(OC)c3)[nH]c2=S)cc1,-19,-2,-0.1,2,-7,5,0,0.1,-2,89
Cc1ccc(-c2n[nH]c(=S)c3ccccc23)cc1S(=O)(=O)NCC1CCCO1 (centres undefined),12,-3,-0.5,5,2,0,4,0.2,-2,104

# New compounds follow
SMILES,Cardio protect,CaV13 ICDI inh,iPSC survival up,HTR2A ag,Vif inh,Exocytosis inh,N-glyco inh,aDG glyco up,PDI inh,ABCB6 inh 2
Cc1cc(NC(=O)C2CC(c3ccc(F)cc3)=NO2)n(-c2ccccc2)n1 (centres undefined),5,-6,1.5,-5,-7,-7,-3,-0.1,/,91
CCC(C)Nc1ncnc2c1cnn2Cc1ccc(Cl)cc1 (centres undefined),89*,-6,-0.4,-8,-8,0,-2,0.0,-21,94
O=C(O)c1cccc(S(=O)(=O)N2CCC(n3nnc4cc(C(F)(F)F)ccc43)CC2)c1,-7,-2,-0.1,-3,15,-6,0,0.1,0,96
O=C(c1ccco1)N1CCN(CCCCOc2cccc3ccccc23)CC1,-3,-5,0.8,13,0,-3,0,0.2,-1,109
Cc1nn(C)c(Cl)c1CN1CCN(C2CCCCC2)C(CCO)C1 (centres undefined),0,-6,0.1,3,8,0,2,-0.1,2,93
Cc1ccc(S(=O)(=O)N2CCN(C(=O)COC(=O)COc3ccccc3C(C)C)CC2)c(C)c1,0,-3,-0.1,1,5,16,2,0.0,-1,103
CCC(=O)Nc1ccc(S(=O)(=O)N2CCc3ccccc3C2)cc1,-14,-5,-0.1,-4,-3,-3,0,-0.2,14,100
COc1ccc2cc(CN(CCc3ccccc3)Cc3nnnn3Cc3ccco3)c(=O)[nH]c2c1,19,/,-0.7,-2,/,1,-2,0.1,8,108
CCOC(=O)c1cc2c(OC)c(OC)ccc2c2[nH]cc(C#N)c(=O)c12,-6,-5,3.2,0,-3,9,0,0.2,-1,98
Cc1ccc(S(=O)(=O)N2C[C@@H]3CCCC[C@@H]3[C@@H](C)[C@H]2c2cn(Cc3ccccc3)c3ccc(F)cc23)cc1,-24,-6,-2.4,0,-5,1,-12,1.4,-6,97
N#CCC(=O)Nc1ccc(C(=O)OCC(=O)N2CCCC2=O)cc1,5,-6,-0.4,-2,3,23,2,-0.3,1,94
CCN(CC)CCNC1=CC(=O)OC12CCCCC2,1,-2,10,1,-7,-2,2,0.6,2,97

# Single entries from above:
# Vif inh with O=C(O)c1cccc(S(=O)(=O)N2CCC(n3nnc4cc(C(F)(F)F)ccc43)CC2)c1 reads 15
# Exocytosis inh with COc1ccc2cc(CN(CCc3ccccc3)Cc3nnnn3Cc3ccco3)c(=O)[nH]c2c1 reads 1

# Following part
SMILES,Cardio protect,CaV13 ICDI inh,iPSC survival up,HTR2A ag,Vif inh,Exocytosis inh,N-glyco inh,aDG glyco up,PDI inh,ABCB6 inh 2
CSc1ccc(Cl)c(C(=O)OCC(=O)N2CCOCC2)c1,2,/,0.7,-5,16,0,2,-0.2,5,98
CCOC(=O)CCC(=O)N1CCOCCOCCN(C(=O)CCC(=O)OCC)CCOCCOCC1,2,-5,-0.2,4,6,-2,2,-0.3,-2,92
Cc1ccc(C)c(OCc2cc(C(=O)NC3CCOC(C)(C)C3)no2)c1 (centres undefined),3,-6,0.4,-9,0,-2,0,0.2,-8,103
CC(C)(C)NC(=O)C1CC(=O)OC12CCOC(C)(C)C2 (centres undefined),-2,-4,2.2,2,2,-1,3,0.0,1,98
Cc1ccc(-c2csc(NC(=O)Cn3cnc4c3c(=O)n(C)c(=O)n4C)n2)cc1C,-20,-4,0.1,4,10,0,0,-0.3,-3,93
Cc1ccc([C@@H]2[C@@H]3C(=O)N(C)C(=O)[C@@H]3[C@]3(Cc4ccccc4)C(=O)N(CCO)CC(=O)N23)o1,-1,-8,-1.1,7,-1,2,1,-0.1,14,101
O=C(CN1CCCC1)Nc1ccc(OCc2ccccc2)cc1,4,-4,-2.0,1,2,-2,-2,-0.2,1,102
O=C(Cc1cccs1)NCc1cn2ccccc2n1,11,1,-0.6,-6,1,6,1,-0.2,/,91
CCN(C(=O)COC(=O)/C=C/c1ccc(F)cc1)C1CCCCC1,-1,-6,4.1,-1,12,-5,-1,-0.1,5,93
O=C(Nc1ccc(Cl)c(Cl)c1)N1CCC(N2CCCCC2)CC1,13,/,1.3,5,6,-3,2,0.0,8,105
C[C@@H]1CCCCO[C@@H](CN(C)S(C)(=O)=O)[C@@H](C)CN([C@H](C)CO)C(=O)c2cc(N(C)C)ccc2O1,2,-7,0.3,-3,-2,-3,2,-0.2,0,101
CC(C)(C)c1ccc(Cn2cnc(-c3ccc([N+](=O)[O-])cc3)c2)cc1,-8,-5,-2.2,1,-15,13,-3,0.9,-23,97
c1ccc(-c2nc(N3CCCCCC3)nc(-n3ccnc3)n2)cc1,1,/,-0.5,2,-14,1,-1,2.1,-4,84
CCOC(=O)C1=C(C)NC(SCC(=O)OC)=C(C#N)C1c1ccc(C(=O)OC)cc1 (centres undefined),-5&8,-2,10&-0.8,1&-4,-6&-1,1&7,1&2,-0.1&-0.1,-6&10,104&99
O=S(=O)(c1ccc(Cl)cc1)n1nnc2ccccc21,1,-5,-0.3,1,9,-3,2,-0.1,6,97
CCOC(=O)c1ccccc1NC(=O)c1cccnc1,2,-7,6.8,2,5,-1,1,0.3,-3,93

# Assay outcomes as filed in PubChem BioAssay.
